Screening data as filed in PubChem.
mcGAS MS inh – mouse cGAS inhibition by mass spec. Q8C6L5. recombinant mouse cGAS, cGAMP by RapidFire MS. inhibition, % at 12.5 µM. 0.18% of 130,000 active. AID 1259397;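 active means inhibition of cGAS enzyme activity at or above 60%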;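 further: enzyme stimulated by 45 bp dsDNA with ATP and GTP substrates; cGAMP share of summed cGAMP plus half ATP and half GTP signals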
Target sequence (Q8C6L5 whole entry, looked up): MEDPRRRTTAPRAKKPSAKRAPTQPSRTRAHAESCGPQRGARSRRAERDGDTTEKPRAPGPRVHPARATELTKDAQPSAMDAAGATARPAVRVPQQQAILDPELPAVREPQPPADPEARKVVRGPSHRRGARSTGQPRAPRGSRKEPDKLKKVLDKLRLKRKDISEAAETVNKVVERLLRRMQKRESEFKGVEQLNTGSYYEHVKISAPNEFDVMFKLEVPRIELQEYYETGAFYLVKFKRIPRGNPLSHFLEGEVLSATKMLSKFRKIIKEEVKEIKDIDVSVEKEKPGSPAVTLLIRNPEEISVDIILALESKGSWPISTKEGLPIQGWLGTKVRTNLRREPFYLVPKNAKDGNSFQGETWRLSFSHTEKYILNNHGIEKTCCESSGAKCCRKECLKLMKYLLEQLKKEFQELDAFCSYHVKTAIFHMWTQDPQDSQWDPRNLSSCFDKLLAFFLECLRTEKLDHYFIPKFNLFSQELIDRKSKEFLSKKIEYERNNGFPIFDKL
An asterisk follows results filed as active; & = joins results of further samples.

SMILES,mcGAS MS inh
O=C(OCc1ccccc1)C1CC(O)CN1C(=O)Cc1ccccc1F (centres undefined),-2
CCOc1ccccc1NC(=O)C(C)Nc1cccc(C)c1C (centres undefined),-3
CCOCC(=O)OCC(=O)NC12CC3CC(CC(C3)C1)C2,-5
CCOc1ccccc1N1CC(c2nc3ccccc3n2CCOC)CC1=O (centres undefined),-2
Cc1cccc(C(CNc2nccc(C(F)(F)F)n2)N2CCOCC2)c1 (centres undefined),-3
Cc1ccc(C)c2c(C)c(C(=O)NCC3(C)CCCO3)oc12 (centres undefined),-4
CSCC(=O)NC(C)(C)c1cccc(Cl)c1,-3
Cc1ccc(-n2nnn(CN(C)C3CCS(=O)(=O)C3)c2=S)c(C)c1 (centres undefined),6
CCCS(=O)(=O)N1CCN(S(=O)(=O)CCC)CC1,-19
O=C(NCCc1cccnc1)c1ccc(Cl)cc1,-7
CN(c1ccc(NC(=O)C2COCCO2)cc1F)C1CCCCC1 (centres undefined),-6
COc1ccccc1C(=O)Nc1ccc2c(c1)CN(Cc1c[nH]c3ccccc13)CC2,-2
O=c1ccc(-c2cccc(Br)c2)nn1Cc1cccc(F)c1,-16
COc1cc(C=CC(=O)Nc2sc(C)c(C)c2C#N)cc(OC)c1OC,-8
Clc1cccc(-c2noc(CSc3nnc(C4CC4)n3C3CC3)n2)c1,0
O=C(O)CCSc1ccccn1,-29
CC(C)(C)C1CCC(OC(=O)CCC(=O)O)CC1 (centres undefined),-24
O=C(c1cc(COc2cccc(F)c2)[nH]n1)N1CCOCC1CO (centres undefined),-25
O=C(c1ccc2c(c1)OCO2)N1CCCCC1,-8
CCOC(=O)N[C@H]1C[C@@H](C(=O)NC[C@H]2CCc3ccccc3O2)N(C)C1,-11&9

Quoted from the listing:
Under mcGAS MS inh, Clc1cccc(-c2noc(CSc3nnc(C4CC4)n3C3CC3)n2)c1 is listed with 0
Under mcGAS MS inh, CCOC(=O)N[C@H]1C[C@@H](C(=O)NC[C@H]2CCc3ccccc3O2)N(C)C1 is listed with -11&9
Under mcGAS MS inh, O=C(c1cc(COc2cccc(F)c2)[nH]n1)N1CCOCC1CO (centres undefined) is listed with -25
Under mcGAS MS inh, CC(C)(C)C1CCC(OC(=O)CCC(=O)O)CC1 (centres undefined) is listed with -24
Under mcGAS MS inh, COc1ccccc1C(=O)Nc1ccc2c(c1)CN(Cc1c[nH]c3ccccc13)CC2 is listed with -2
Under mcGAS MS inh, O=C(c1ccc2c(c1)OCO2)N1CCCCC1 is listed with -8

The listing continues:
SMILES,mcGAS MS inh
CN(C)CCCN(C)C(=O)c1cccc(Nc2nccc(Nc3ccc4ncsc4c3)n2)c1,-10
Cc1cc(-n2cccn2)ccc1CN1CCN(c2cc(=O)[nH]c(N)n2)CC1,-7
O=C(Nc1ccc(F)cc1)N1CCN(S(=O)(=O)c2ccccc2)CC1,-1
CN(C)CC1CCN(c2ccc(NC(=O)C3CCCN3c3ncccn3)cc2)CC1 (centres undefined),-11
NC(=O)Cn1c(CO)cnc1SCc1cccc(Cl)c1,-11
CCOc1ccccc1CN1CCNC(=O)C1CC(=O)NCCCn1cccn1 (centres undefined),0
Cc1cc(C)nc(NN=CC=NNc2nc(C)cc(C)n2)n1,-3
Cc1ccc(Nc2nc(NCc3ccccn3)nc3[nH]ncc23)cc1C,-5
Cn1nc(C(=O)Nc2cccnc2)ccc1=O,-6
COC(=O)c1c(C)[nH]c(C(=O)N2CCCC2c2ccc(OC)cc2)c1C (centres undefined),-4
CC(Oc1ccc(Cl)cc1)C(=O)Nc1nc2ccc(F)cc2s1 (centres undefined),6
CCCc1ccc(C(=O)N(CC2=CCCN(C)C2)C2CC2)cc1,-13
COCCn1c(C)c(C)n2c3c(=O)n(CCN4CCCCC4)c(=O)n(C)c3nc12,0
CCn1c(N)c(C(=O)NC2CCCC2)sc1=S,-13
C=CCNC(=O)CSc1nnc(-c2c[nH]c3ccccc23)n1C1CC1,-6
CSCc1ccc(C(=O)N2CCCC(C(=O)c3ccc4c(c3)OCO4)C2)o1 (centres undefined),-5
CCOC(=O)C1(C)CCCCCN1C(=O)c1ccc(C#N)cc1 (centres undefined),8
COc1ccc(F)cc1S(=O)(=O)N1CCN(c2cccc(C)c2C)CC1,-7
COc1ccc(S(=O)(=O)N2CCSC2c2ccc(OC)c(Br)c2)cc1 (centres undefined),-6
CC(N)=C(C#N)C(=O)COC(=O)C1CCC1,-1
O=C(Nc1ccc(Cl)c(Cl)c1)Nc1cc(C(F)(F)F)c[nH]c1=O,-4&0
Cc1noc(C)c1N(C)C(=O)/C=C/c1ccc(Br)s1,4
CC(C)c1ccccc1OC/C=N\N(C)C(=N)N,0
CC1Cc2nc(SCC(=O)Nc3nc4ccccc4s3)n(Cc3ccccc3)c(=O)c2S1 (centres undefined),-7
CC1CC(C)CN(CCNC(=O)c2cnc(-c3ccccc3)nc2)C1 (centres undefined),-9
CC(=O)Nc1ccc(/C=C2/Cn3cccc3C2=O)cc1,3
COC(=O)CN1CC2(CCN(C(=O)c3cc4ccccc4[nH]3)CC2)OC1=O,-9
C=CCNC(=S)Nc1ccc(Cl)c(Cl)c1,-9
CC1CCCC(C)N1C(=O)CS(=O)(=O)c1nncn1C (centres undefined),-6
CC(C)Cn1cncc1CNC(=O)c1cccc(-n2cnnc2)c1,-14
CC(C)NC(=O)C12CCC(C)(C(=O)C1)C2(C)C (centres undefined),-2
COc1cccc(NC(=O)c2sc3nc4c(cc3c2N)C(=O)CC(C)(C)C4)c1,-5
Cc1cccc(-c2nnc3c4ccccc4nc(NC4CC4)n23)c1,2
NS(=O)(=O)c1ccc(CCn2cc3ncccc3c2O)cc1,-17
O=C(OCC(=O)N1CCNC1=O)c1cc2c(s1)-c1ccccc1CC2,1
CCC1CN(Cc2ccccc2)C(CC)CN1 (centres undefined),-15
Oc1ccc(N=Nc2ccc3c(c2)OCO3)c2cccnc12,-14
COc1ccc(Cl)c2sc(N(Cc3cccnc3)C(=O)c3ccccc3F)nc12,-9
CNC(=O)Cn1cc(-c2ccc(CO)cc2)cn1,-36
CCc1cc(NS(=O)(=O)c2cnn(-c3ccc(C)cc3)c2)n(C)n1,-34

Next results.
SMILES	mcGAS MS inh
Cc1cc(=O)[nH]c(-c2ccc(N3CCOc4ccccc4C3)nc2)n1	-3
Cc1ccc(NC(=O)C(C)N2CCC(C(=O)OC(C)(C)C)C2)c(C)c1 (centres undefined)	-3
C=CCNS(=O)(=O)c1nc2nc(C)c(C)c(C)n2n1	-3
O=S(=O)(NCCNc1ccc(Nc2ccncc2)nn1)c1ccc(C(F)(F)F)cc1	-8
CSc1cc(C(=O)NCCc2n[nH]c(=O)[nH]2)c(Cl)cc1Cl	-1
Cc1cccc(-n2nc(C)c3c(NC4CCC(NC(=O)C5CCCC5)CC4)nc(C)nc32)c1 (centres undefined)	-10
O=C(C1Cc2ccccc2CN1CC(O)COc1ccccc1)N1CCCC1 (centres undefined)	1
C#CCn1c(-c2cccs2)nc2ccccc21	-7
CC(C)c1nc(CN(C)c2ncnc3[nH]ccc23)cs1	-3
Cc1ccc(-n2nc(C)c(N=Nc3ccc(Cl)cc3C(=O)O)c2N)cc1	4
Cn1c(=O)n(CC(=O)Nc2ccccc2-c2cccs2)c2ccccc21	9
Cn1cnnc1C1CCN(c2nc(-c3cccnc3)nc3c2cnn3C)CC1	-14
Cc1cccn2cc(Cn3c(=O)n(CC4CC4)c4ccc(C(=O)O)cc43)nc12	-27
CCSc1nc2c(c(=O)[nH]1)C(c1cccs1)C1C(=O)CCCC1=N2 (centres undefined)	9
CC(C)S(=O)(=O)Nc1cccc(Oc2ncccc2C(=O)N(C)CCNC(=O)C(F)(F)F)c1	4
CC(C)N1CCC(C)(C(=O)Nc2ccc(-n3cccc3)cc2)C1 (centres undefined)	-9
NC(=O)c1ccccc1Oc1ncc(C(F)(F)F)cc1Cl	-3
CC(=O)NCCC1CCN(c2cc(CN)nc(C)n2)CC1	-33
CC1CN=C(c2cccn2Cc2ccc(F)cc2)O1 (centres undefined)	-8
CCN(CC)c1ccc(N2C(=O)CNC2=S)cc1	-1
CC(C)C(=O)NCCCn1nc(-c2ccco2)ccc1=O	6
O=C(CCCS(=O)(=O)c1ccc(F)cc1)N(Cc1ccccn1)c1nc2ccccc2s1	-3
CC(NC(=O)C1CCCCN1Cc1cnc2ccccn12)c1ccc(O)cc1 (centres undefined)	-4
O=C(O)CC1SC(=NN=Cc2ccccc2O)NC1=O (centres undefined)	19
Cc1cn2c3c(=O)n(Cc4ccccc4)c(=O)n(C)c3nc2n1CCCl	2
Nc1nc(N2CCCCC2)nc(NCCO)c1[N+](=O)[O-]	-6
CNc1oc(-c2ccco2)nc1S(=O)(=O)c1ccc(Br)cc1	-4
CC(Sc1nnnn1CC1CCCO1)C(=O)Nc1cccc(C(F)(F)F)c1 (centres undefined)	-11
COc1ccc(F)cc1-c1nc(N)nc(Nc2ccc(C)cc2)n1	-16
O=C(NCC(=O)N1CCCC1)c1cc(F)cc(Br)c1	-8
CCN(CC)C(=O)c1cc2c(=O)n3ccccc3nc2s1	-11&-10
Cn1c(=O)[nH]c(=O)c2cc([N+](=O)[O-])cnc21	-12
O=C(Cn1cnc2c(nnn2Cc2ccccc2)c1=O)N1CCCC1	5
COCC(=O)N1CCCN(Cc2cccc(-n3cccn3)c2)CC1	-43
Cc1cccc(Cn2c(N3CCC(C)CC3)nc3c2c(=O)[nH]c(=O)n3C)c1	-4
Cc1cc(=O)[nH]c(SCc2cn3cc(Cl)ccc3n2)n1	12

Reprinted at random: 4 records from the list
SMILES	mcGAS MS inh
Oc1ccc(N=Nc2ccc3c(c2)OCO3)c2cccnc12	-14
Cc1ccc(Nc2nc(NCc3ccccn3)nc3[nH]ncc23)cc1C	-5
CC(C)S(=O)(=O)Nc1cccc(Oc2ncccc2C(=O)N(C)CCNC(=O)C(F)(F)F)c1	4
Cc1cccn2cc(Cn3c(=O)n(CC4CC4)c4ccc(C(=O)O)cc43)nc12	-27

Additional entries follow.
SMILES	mcGAS MS inh
CCN(CCC(F)(F)F)C(=O)Nc1ccn(-c2ccccc2)n1	-3
CNC(=O)[C@@H]1C[C@@H](N)CN1C(=O)CCSc1ccc2c(c1)OCCO2	-14
NC(=O)C1CCN(C(=O)NCCc2ccc(N3CCCCC3)cc2)C1 (centres undefined)	4
O=C(NCCc1ccsc1)C1CC=CCC1 (centres undefined)	-3
CCOC(=O)c1c(NC(=O)c2cccc(C)c2)sc(C(=O)Nc2cc(C(F)(F)F)ccc2Cl)c1C	-3
c1ccc(COCc2c(-c3ccccc3)ncn2CC2CCCO2)cc1 (centres undefined)	-19
Cc1cc(C2(C)NC(=O)N(CC(=O)NCc3ccccc3F)C2=O)c(C)o1 (centres undefined)	2
CC(OCC1CCCO1)C(=O)Nc1ccc2c3c(cccc13)CC2 (centres undefined)	-8
NC(=O)c1cnc2n1CCN(C(=O)c1nc3c(s1)CCCC3)C2	-16
Cc1ccc(C2Nc3ccccc3C(=O)N2c2ccc(F)cc2Cl)o1 (centres undefined)	7
CON(C)C(=O)c1cccc(CN2CCS(=O)(=O)CC2)c1	-69
O=C(c1[nH]cnc1-c1ccccc1)N1CCOC(c2ccc(Cl)cc2)C1 (centres undefined)	-4

In another format: two of the compounds above.
mcGAS MS inh | SMILES
-69 | CON(C)C(=O)c1cccc(CN2CCS(=O)(=O)CC2)c1
-4 | O=C(c1[nH]cnc1-c1ccccc1)N1CCOC(c2ccc(Cl)cc2)C1 (centres undefined)

More structures.
SMILES	mcGAS MS inh
CC(Oc1ccc(-c2ccncc2)cc1Cl)C(=O)O (centres undefined)	5
Cc1ccc(S(=O)(=O)NC2=NCN(C)CN2)cc1[N+](=O)[O-]	-29
CCn1nnc2sc3c(c2c1=O)CCC(C)C3 (centres undefined)	7
Nc1cccc(-c2cc(Nc3ccc(Oc4ccccc4)cc3)ncn2)c1	-4
COC(=O)c1cccc(CN2C(=O)C(C)Sc3cc(Cl)ccc32)c1 (centres undefined)	-1
CC(=O)Nc1cc(-c2ccccc2)nn1-c1ccc(C(=O)NC2CCN(Cc3ccccc3)C2)cc1 (centres undefined)	4
O=C(NCCc1ccc(O)c(O)c1)C(F)(F)F	4
COc1ccc(C2(CNC(=O)C3CC3)CCCC2)cc1	-9
OCCCNc1nc(-c2ccc(Cl)cc2)nnc1-c1ccc(Br)cc1	-5
CC(=O)Nc1ccc(Oc2nnc(-c3ccccc3)c3ccccc23)cc1	3
Cc1ccc(C(O)c2ncc(-c3ccc(Cl)cc3)[nH]2)cc1 (centres undefined)	-9
O=c1n(S(=O)(=O)c2ccccc2)c2ccccc2n1S(=O)(=O)c1ccccc1	2
COCCCNC(=O)C1CC(=O)N(C2CCCC2)C1 (centres undefined)	-8
Cc1cc(=O)n2c(-c3cccc(NC(=O)c4ccc(F)cc4)c3)csc2n1	-6
Cc1cccc(-c2cn(C3CCCc4ccccc43)nn2)n1 (centres undefined)	-19
COC(=O)[C@@H]1C[C@H](NC(=O)c2nc(C(C)C)cs2)CN1C	-22
C[C@@H](Nc1nccn2ccnc12)c1ccccc1	0
COCCOc1ccc(-c2nnc(CCC(=O)NC(C)C)c(=O)[nH]2)cc1	-8
OC[C@@H](Nc1nccc(CCC(F)(F)F)n1)c1ccccc1	-5
c1ccn(-c2ccc(-c3noc(-c4cnccn4)n3)cc2)c1	5
CC(C)Cn1c(N2CCN(Cc3c(Cl)cccc3Cl)CC2)nc2c1c(=O)[nH]c(=O)n2C	-5
COc1cc(CN2CCC(CO)(Cc3ccccc3Cl)CC2)cc(OC)c1OC	-8
Oc1ccc(-n2ccnc2)cc1	0
CC(=O)Nc1ccc(S(=O)(=O)N(C)c2nc3ccccc3nc2Cl)cc1	24
COc1cc(CN2C(=O)C(C)ON=C2c2cccc(C)c2)cc(OC)c1 (centres undefined)	14
CN(C(=O)c1sc2cc3c(cc2c1Cl)OCCO3)C1CCCCC1	-19
CCN=c1scc(-c2ccc(Br)cc2)n1N=C1CCCC1	-6
CCCC1=NN(C(C)=O)C(C(=O)NCC2COC(C)(C)O2)O1 (centres undefined)	-10
Cc1nnc(SCc2cccc(C#N)c2)s1	-2

A portion of the library (hit frequency here may not be typical).
